Fluorescein fluor: fluorescein region autofluorescence; Compound autofluorescence, 480/540 nm, fluorescein-equivalent; stronger effect = higher value; max fluorescein-equivalent concentration, M; hit rate 0.91% among 59,000; in the data active means max fluorescein-equivalent concentration above about 10 nM; inconclusive means between about 1.1 nM and that limit
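Normalized response (dye-equivalent concentration) derives from comparing each well's 540 nm emission, under 480 nm excitation, with plate-resident fluorescein standards. Compounds were held in 100 mM Tris, pH 8.0, for 15 min at room temperature.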
TexasRed autofl: compound fluoresces in the Texas Red spectral region; Compound fluorescence, Texas Red channel, 547/618 nm; stronger effect = higher value; AID 587; hit rate 0.06% among 59,000; max dye-equivalent concentration, M; in the data active means max dye-equivalent concentration above about 10 nM; inconclusive means between about 1.1 nM and that limit
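Compound fluorescence was read after 15 min at room temperature in 100 mM Tris, pH 8.0, using 547 nm excitation and 618 nm emission across a concentration series. It was expressed as Texas Red dye-equivalent concentration from an on-plate standard curve.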
ALOX15 inhib: 15-hLO (ALOX15) enzyme inhibition; P16050; purified 15hLO-1, xylenol orange hydroperoxide absorbance; Potency, µM (titrated, usually from 57.1 µM), for inactives: at the highest dose activity change, negative = inhibition, most hits filed as inhibitors; hit rate 1.4% among 74,000; AID 887; further: potency means the concentration at half of the fitted maximal effect; on the % scale 0 is the no-effect control and ±100 the full control effect; nearly all actives have a fitted effect of over 55% in size
Target sequence (P16050 whole entry, looked up): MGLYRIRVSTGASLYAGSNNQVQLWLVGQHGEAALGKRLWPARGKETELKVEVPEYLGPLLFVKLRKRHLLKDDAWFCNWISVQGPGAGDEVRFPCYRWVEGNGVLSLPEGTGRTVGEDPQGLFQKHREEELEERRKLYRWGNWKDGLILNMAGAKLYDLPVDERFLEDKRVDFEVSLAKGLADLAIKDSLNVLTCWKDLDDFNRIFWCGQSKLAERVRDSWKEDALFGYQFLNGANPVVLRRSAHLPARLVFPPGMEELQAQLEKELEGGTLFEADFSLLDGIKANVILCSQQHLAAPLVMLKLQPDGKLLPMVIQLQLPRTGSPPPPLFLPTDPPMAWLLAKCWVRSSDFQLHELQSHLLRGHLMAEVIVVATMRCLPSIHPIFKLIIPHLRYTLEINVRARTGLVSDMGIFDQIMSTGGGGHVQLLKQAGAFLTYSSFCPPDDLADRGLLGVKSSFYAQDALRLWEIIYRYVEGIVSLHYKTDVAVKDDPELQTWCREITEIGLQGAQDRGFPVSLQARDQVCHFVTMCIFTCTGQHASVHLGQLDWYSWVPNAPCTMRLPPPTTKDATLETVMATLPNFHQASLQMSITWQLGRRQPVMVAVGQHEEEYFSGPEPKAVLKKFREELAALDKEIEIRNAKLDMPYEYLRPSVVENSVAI
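Purified human 15hLO-1 (40 nM final) in 25 mM Hepes pH 7.5, 0.01% Triton X-100 was preincubated with compound 15 min at room temperature, then reacted 6 min with 50 uM arachidonic acid; hydroperoxide detected by Fe-XO, 573/405 nm absorbance ratio.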
Pol III holo inh: DNA polymerase III holoenzyme inhibition. reconstituted DNA polymerase III holoenzyme replication, biochemical. hit rate 0.25% among 71,000. Potency, µM (doses to about 57.1 µM), inactives show top-dose activity change, negative = inhibition; further: potency means the concentration at half of the fitted maximal effect; on the % scale 0 is the no-effect control and ±100 the full control effect
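Reconstituted *E. coli* holoenzyme (0.35 nM Pol III, 1 nM beta, 154 nM SSB, 2 nM primase) was preincubated with compound for 15 min at RT. Synthesis on 1.4 nM ssM13Gori ran 35 min, then was stopped with PicoGreen/EDTA and read as dsDNA fluorescence.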
Ub-GFP proteasome: inhibits proteasome, raising ubiquitin-GFP reporter fluorescence. AID 526. 67,000 tested, under 10 active. Potency, µM (top dose mostly 45.9 µM), inactives show at the top dose activation (GFP accumulation), usual class: activators. Ubiquitin-GFP reporter cells, proteasome inhibition, GFP fluorescence; response scale: untreated = 0%, 10 µM MG-132 = 100%; active means well fitted activation curve with a large enough effect, not every such curve was filed as active; inconclusive means small, poorly fitted or top-dose-only effect, or another doubt; inactive means no such curve, though single readings can be large or run the other way; further: potency means the concentration at half of the fitted maximal effect
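U2OS cells expressing ubiquitin(G76V)-GFP, seeded overnight in 0.5% FBS medium, then treated 4 hr at 37 C across 46 uM to 2.9 nM. GFP-positive cells counted by laser cytometry (488 ex/515 em); %activity scaled between basal and 10 uM MG-132.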
Rhodamine fluor: compound fluoresces in the rhodamine spectral region | Rhodamine-region fluorescence, 547/598 nm, Tris buffer; stronger effect = higher value | max dye-equivalent concentration, M | hit rate 0.05% among 59,000 | AID 594; in the data active means max dye-equivalent concentration above about 11 nM; inconclusive means between about 1.1 nM and that limit
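Compounds in 100 mM Tris buffer, pH 8.0, were incubated 15 min at room temperature, then read at 547 nm excitation and 598 nm emission. Fluorescence was normalized against a per-plate six-point rhodamine standard curve as dye-equivalent concentration.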
HBB splicing: modulators of hemoglobin beta chain splicing; HBB splicing reporter cell assay, activation; EGFP reporter with mutant IVS2-654 intron; response scale: normalised to 500 nM splice-correcting PNA; Potency, µM (top dose mostly 46.1 µM), inactives show top-dose activation, usual class: activators; hit rate 0.06% among 65,000; AID 925; further: potency means the concentration at half of the fitted maximal effect; 0% is about no effect
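HeLa cells stably expressing EGFP interrupted by mutant beta-globin intron 2 (IVS2-654), 500/well in 2% FCS. Treated with compound for 2 days at 37C. Splicing correction scored as total well GFP intensity (488 nm excitation, 500-520 nm emission); 500 nM antisense PNA served as control.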
GFP derepression: epigenetic GFP locus derepression in mouse cells. mouse C127i GFP locus derepression, cytometry, 30 h. Potency, µM (highest dose often 46.1 µM), without a hit: top-dose GFP derepression (activation). hit rate 0.09% among 68,000; further: % of control where 0% means no effect
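Locus derepression in mouse mammary C127i cells whose integrated CMV-GFP reporter is normally silent; GFP expression after 30 h compound treatment was quantified by counting fluorescent cells.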
Hsp90 Hop PPI: changes Hsp90-Hop TPR2A binding signal, up or down; AlphaScreen TPR2A-His6 binding biotin-Hsp90 C-terminal peptide; Potency, µM (doses to about 57 µM), for inactives: top-dose activity change, negative = inhibition; hit rate 0.44% among 71,000; AID 595; active means well fitted curve in either direction with a large enough effect; inconclusive means small, poorly fitted or top-dose-only effect, or another doubt; further: potency means the concentration at half of the fitted maximal effect; on the % scale 0 is the no-effect control and ±100 the full control effect; many of its hits are not listed in these tables
4-MU autofl: compound fluoresces in the 4-MU spectral region | compound autofluorescence, 340/450 nm, 4-MU equivalents; stronger effect = higher value | max dye-equivalent concentration, M | hit rate 11% among 59,000; in the data active means max dye-equivalent concentration above about 10 nM; inconclusive means mostly about 1.1 nM to 9.6 nM
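Intrinsic fluorescence at 340/450 nm (ex/em) was read after 15 min at room temperature in pH 8.0, 100 mM Tris. Each compound concentration expressed as 4-MU-equivalent concentration from a six-point 4-MU standard series on each plate.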
HADH2 inh: blocks human hydroxyacyl-CoA dehydrogenase type II; Q99714; recombinant HADH2, NADH fluorescence, beta-hydroxybutyryl-CoA; Potency, µM (titrated, usually from 57.1 µM), without a hit: top-dose activity change, negative = inhibition, usual class: inhibitors; hit rate 3.4% among 73,000; AID 886; further: potency means the concentration at half of the fitted maximal effect; on the % scale 0 is the no-effect control and ±100 the full control effect; nearly all actives have a fitted effect of over 60% in size; many of its hits are not listed in these tables
Target sequence (Q99714 whole entry, looked up, one chain of several): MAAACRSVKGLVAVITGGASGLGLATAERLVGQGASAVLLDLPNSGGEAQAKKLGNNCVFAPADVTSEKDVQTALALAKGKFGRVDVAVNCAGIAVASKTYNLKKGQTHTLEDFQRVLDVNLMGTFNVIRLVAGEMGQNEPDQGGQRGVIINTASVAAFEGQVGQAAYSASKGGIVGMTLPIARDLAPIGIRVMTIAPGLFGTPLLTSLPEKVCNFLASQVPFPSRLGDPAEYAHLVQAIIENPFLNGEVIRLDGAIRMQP
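NADH fluorescence (ex 360/em 450 nm) read every 30 s for 4 min; activity taken as last-minus-first time point difference. Enzyme 20 nM, NAD+ 1 mM, beta-hydroxybutyryl-CoA 90 uM, pH 9.0 Tris buffer.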
* marks the source's active call; other numbers are inactive results; i = inactive; u = inconclusive; x = no result given; [ ] = another dose, or the depositor's remark. Unless noted, the call rests on the fitted dose curve; in most records, active means well fitted curve in the direction sought with a large enough effect; inconclusive means small, poorly fitted or top-dose-only effect, or another doubt; inactive means no such curve, though single readings can be large; an effect the other way counts as inactive or inconclusive.

SMILES	Fluorescein fluor	TexasRed autofl	ALOX15 inhib	Pol III holo inh	Ub-GFP proteasome	Rhodamine fluor	HBB splicing	GFP derepression	Hsp90 Hop PPI	4-MU autofl	HADH2 inh
c1ccc2c(c1)OCC(c1nn3cnnc3s1)O2 (stereo unspecified)	i	i	12%	2%	x	i	4.3%[0.369 µM]	-3%	-4%	i	-13%
NC(=O)C1CCN(C(=O)CN2C(=O)c3ccccc3S2(=O)=O)CC1	u	u	5%	-5%	0%	i	1.7%	-5%	-1%	i	6%
CC(=O)c1ccc(NC(=O)CSc2nnc(Cc3cccn3C)n2-c2ccc(F)cc2)cc1	x	x	-26%	1%	2%	x	-0.5%	x	-4%[2.3 µM]	x	-1%
COCCCn1c2nc3ccccc3nc2c2c(=O)n(CC3CCCO3)cnc21 (stereo unspecified)	i	i	x	x	x	i	x	-1%[20.6 µM]	x	1.1e-06M*	x
Cc1cc(C)c2c(c1)OC(O)(C(F)F)CC2=O (stereo unspecified)	x	x	-2%[11.4 µM]	-4%[11.4 µM]	20%[9.17 µM]	x	-1.8%[0.0738 µM]	-2%	-2%[11 µM]	x	-6%[11.4 µM]
CCN(CC)S(=O)(=O)c1cccc(-c2nnc(SCC#N)n2Cc2ccccc2)c1	i	u	5%	2%	-5%	i	0.4%	-2%	-3%	i	5%
CCCCn1c(SCC(=O)NC(=O)NCc2ccco2)nc2cc(S(N)(=O)=O)ccc21	u	i	10µM*	-19%	1%	i	1.3%	-2%	-9%	i	17%
CCOC(=O)CNC(=O)c1ccc2[nH]c3c(c2c1)CCCC3	x	x	-7%	-4%	0%	x	-3.3%	-2%	-6%	x	7%
O=C(NC12CC3CC(CC(C3)C1)C2)N1CCN(S(=O)(=O)c2ccc(Cl)cc2)CC1	u	i	-1%	2%	8%	i	0.1%	0%	-4%	i	6%
O=C1CCCc2c1[nH]c1ccc(CN3CCCCC3)cc21	x	x	-13%	-3%	7%	x	0.3%	-2%	-2%	x	u
N#Cc1nc(Cc2ccccc2)oc1N1CCN(c2cccc(Cl)c2)CC1	i	i	-24%	1%	6%	i	13%[0.369 µM]	0%	u	i	7%
CCOC(=O)c1sc(NC(=O)COC(=O)c2ccco2)nc1C	x	x	5%	-4%	13%	x	-1.3%	-2%	-4%	x	-4%
CCOC(=O)Cn1c(=O)c2c(nc3n2CCN3c2ccc(C)cc2)n(C)c1=O	i	i	4%	-5%	-1%	i	x	-2%	-3%	i	-4%
CCn1nnc(NC(=O)c2ccc(C(C)(C)C)cc2)n1	i	i	-1%	-4%	4%	i	x	-1%	-1%	i	5%
O=C1CCN(Cc2nnnn2CC2CCCO2)c2ccccc2N1 (stereo unspecified)	i	i	-6%	-3%	-1%	i	x	0%	-4%	i	6%
O=C(Nc1cccc(-c2cn3cccnc3n2)c1)c1ccc(Br)o1	i	i	5%	0%	-2%	i	-3.4%	2%	-5%	2.2e-07M*	i
Cc1cc(C)nc(SCc2nnc(SCC(=O)NCc3ccco3)n2-c2ccccc2)n1	u	i	4%	-1%	-3%	i	-4.8%	0%	-7%	i	2%
CCOc1ccc2nc(NC(=O)CSc3nc4ccccc4c(=O)n3Cc3ccco3)sc2c1	i	i	u	-2%	1%	i	x	-1%	-5%	i	3%
O=C(Nc1sc2c(c1C(=O)NC1CC1)CCCCCC2)c1ccco1	u	i	u	2%	-6%	i	3.8%	0%	5%	1.3e-07M*	u
CCOC(=O)C(CCC#N)(CCC#N)C(=O)OCC	x	x	-2%	-6%	10%	x	0.1%[9.22 µM]	0%	-4%	x	6%
COc1cc(Br)cc2cc(C(=O)N3CCN(C(=O)c4ccco4)CC3)c(=O)oc12	i	i	-12%	-4%	1%	i	0.5%	0%	-4%	i	3%
O=C(Nc1ccc2c(c1)nc1n2CCSC1)c1ccccc1	u	i	-10%	-2%	x	i	1.6%[0.369 µM]	0%	0%	i	u
COc1ccc(-c2ccc(-c3noc(C4CCCCC4)n3)c(OC)n2)cc1	u	u	-3%	-12%	2%	i	-7.6%[0.369 µM]	4%	25%	7e-08M*	2%
CCCn1c(C(C)NC(C)=O)nc2ccccc21 (stereo unspecified)	x	x	-5%	-10%	-1%	x	-0.2%	x	-1%	x	9%
N#CNC1=NCN(Cc2ccccc2)CN1	i	i	-10%	2%	-1%	i	-0.2%[57.5 µM]	-1%	2%	i	11%
O=C(CSCc1cccc(Br)c1)N1CCOCC1	x	x	-1%	-8%	6%	x	0.4%[9.22 µM]	3%	0%	x	-4%
Cc1csc(NC(=O)CCS(=O)(=O)c2ccc(Br)cc2)n1	i	i	12%	-5%	-2%	i	1.4%	0%	-1%	i	-9%
CCOC(=O)C1=C(C)NC(=O)CC1c1ccccc1 (stereo unspecified)	u	i	7%	0%	-4%	i	-0.4%	4%	-2%	i	-4%
COc1ccc(OC)c(S(=O)(=O)N2CCC(C(=O)N3CCc4ccccc4C3)CC2)c1	i	i	-1%	1%	-3%	i	-4.4%	-3%	-2%	i	5%
CC(C)=CCl	x	x	-2%	0%	x	x	2.3%	x	1%	x	6%
CN1C(=O)N(C)C2C1NC(=O)N2C (stereo unspecified)	u	i	12%	u	1%	i	0.1%[57.5 µM]	7%	-1%	i	-7%
CCCC(=O)N(C)c1nnc(-c2ccc(OC)cc2)s1	u	i	-17%	-8%	-3%	i	x	3%	3%	i	u
Cc1ccc(Cn2ncc3c(NCCCN4CCOCC4)ncnc32)cc1	u	u	-9%	5%	0%	i	3.0%	2%	-11%	i	8%
Cc1cc(NC(=O)CSc2nnc3c4c(C)c(C)sc4ncn23)no1	i	i	-7%	-3%	-3%	i	x	10%	4%	i	29%
CCN(CC)CCN1C(=O)c2cccc3cc(N)cc(c23)C1=O	3.9e-08M*	i	2%[11.4 µM]	2%[11.4 µM]	-9%[9.17 µM]	i	0.5%[9.22 µM]	0%[9.22 µM]	-3%[11 µM]	u	11%[11.4 µM]
Cc1cc(C(=O)Nc2nc3ccc(S(C)(=O)=O)cc3s2)c(C)o1	u	i	-3%	-6%	-8%	i	-0.7%	16%	-2%	u	-11%
CN1C[C@H](c2ccccc2)C(O)([C@]2(c3ccccc3)CN(C)C[C@@H](c3ccccc3)C2=O)[C@H](c2ccccc2)C1 (stereo partly specified)	i	i	9%[11.4 µM]	-4%[11.4 µM]	3%[9.17 µM]	i	1.2%[9.22 µM]	0%[9.22 µM]	-2%[11 µM]	i	-9%[11.4 µM]

Three entries picked at random from the list so far:
SMILES	Fluorescein fluor	TexasRed autofl	ALOX15 inhib	Pol III holo inh	Ub-GFP proteasome	Rhodamine fluor	HBB splicing	GFP derepression	Hsp90 Hop PPI	4-MU autofl	HADH2 inh
O=C(CSCc1cccc(Br)c1)N1CCOCC1	x	x	-1%	-8%	6%	x	0.4%[9.22 µM]	3%	0%	x	-4%
CCN(CC)CCN1C(=O)c2cccc3cc(N)cc(c23)C1=O	3.9e-08M*	i	2%[11.4 µM]	2%[11.4 µM]	-9%[9.17 µM]	i	0.5%[9.22 µM]	0%[9.22 µM]	-3%[11 µM]	u	11%[11.4 µM]
CCCn1c(C(C)NC(C)=O)nc2ccccc21 (stereo unspecified)	x	x	-5%	-10%	-1%	x	-0.2%	x	-1%	x	9%

4-MU autofl, hit marks shown above
| structure | TexasRed autofl | ALOX15 inhib | Pol III holo inh | Hsp90 Hop PPI | 4-MU autofl | HADH2 inh |
| --- | --- | --- | --- | --- | --- | --- |
| COCCCn1c2nc3ccccc3nc2c2c(=O)n(CC3CCCO3)cnc21 (stereo unspecified) | i | x | x | x | 1.1e-06M* | x |
| O=C(Nc1cccc(-c2cn3cccnc3n2)c1)c1ccc(Br)o1 | i | 5% | 0% | -5% | 2.2e-07M* | i |
| O=C(Nc1sc2c(c1C(=O)NC1CC1)CCCCCC2)c1ccco1 | i | u | 2% | 5% | 1.3e-07M* | u |
| COc1ccc(-c2ccc(-c3noc(C4CCCCC4)n3)c(OC)n2)cc1 | u | -3% | -12% | 25% | 7e-08M* | 2% |

High-throughput results as filed in PubChem BioAssay.

This is a subset; rates above refer to the full screens.
